# Bioassay records: PubChem, National Center for Advancing Translational Sciences (NCATS)
# AT treatment = candidate therapy for ataxia-telangiectasia. […] A-T fibroblasts, KAP-1 phosphorylation AlphaLISA; neocarzinostatin DNA damage 30 min before lysis. Potency, µM (series often up to 57.5 µM), inactives show at the highest dose activation, most hits filed as activators. 0.19% of 320,000 active. AID 485349; note: potency is the fitted concentration of half-maximal effect; % of control where 0% means no effect; nearly all actives have a fitted effect of over 45% in size
#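 ATM-like activity read as KAP-1 phosphorylation via AlphaLISA donor/acceptor antibody pairs after lysis and 6 hr at 25C. Cells were ATM-null patient fibroblasts ([…], hTERT), dosed 60 min, then exposed to the DSB inducer NCS for 30 min.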
# ELG1 DNA repair = ELG1-dependent DNA repair inhibition; 2.3% of 330,000 active; HEK293T ELG1-luciferase reporter, luminescence, 16 h; DNA damage induced by 5-fluorouridine; Potency, µM (highest dose often 46.1 µM), inactives show at the highest dose activity change, negative = inhibition, usual class: inhibitors; note: potency is the fitted concentration of half-maximal effect; % is set by controls: 0 for no effect and ±100 for the full control effect; nearly all actives have a fitted effect of over 55% in size
#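 Overnight (16 hr) co-exposure of 2,000 cells/well to 5-fluorouridine and compound at 37 °C preceded detection. Luciferase was quantified via ONE-Glo luminescence; loss of signal denotes inhibition.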
# TSG101-PTAP inh = blocks PTAP/TSG101 interaction to inhibit HIV-1 budding | 340,000 tested, under 10 active | Fluorescence polarization, FITC-PTAP peptide / Tsg101 binding | Q99816 | Potency, µM (highest dose often 115 µM), for the others: at the top dose activity change, negative = inhibition, actives largely listed as inhibitors; active = well fitted inhibition curve with a large enough effect in the main read-out, with a control signal flat, not every such curve was filed as active; inconclusive = small, poorly fitted or top-dose-only effect, or effect the other way, or a change in a side signal; inactive = no such curve, though single readings can be large or run the other way; note: potency is the fitted concentration of half-maximal effect; % of control where 0% means no effect
#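 Fluorescence polarization binding of Tsg101 binding domain (10 uM final) to FITC-labeled PTAP peptide (50 nM final) in HEPES pH 7.5 buffer with NaCl, Tween 20, EDTA, TCEP. Compounds added before peptide; binding 20 min at RT.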
# MLL CXXC-DNA inh = inhibitors of human MLL CXXC domain-DNA interaction; MLL-CXXC / FITC-HOXA9 DNA fluorescence polarization; Potency, µM (top dose mostly 115 µM), without a hit: at the top dose activity change, negative = inhibition, hits mostly inhibitors; Q03164; 0.037% of 290,000 active; active = well fitted inhibition curve with a large enough effect in the polarisation, with a control signal flat, not every such curve was filed as active; inconclusive = small, poorly fitted or top-dose-only effect, or effect the other way, or a change in a side signal; inactive = no such curve, though single readings can be large or run the other way; the % refers to the polarisation; note: potency is the fitted concentration of half-maximal effect
#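 Purified MLL-CXXC (added from a 7 uM solution) was preincubated 5 min at ambient with pinned compounds in 50 mM Tris-HCl pH 7.5, 50 mM NaCl, 1 mM DTT, 0.05% BSA. Fluorescein-labeled HOX-A9 DNA (50 nM solution) followed, 30 min, then polarization read.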
# TRPV1 agonist = agonists of human vanilloid receptor 1 (TRPV1) | Q8NER1 | TRPV1-expressing cells, Fluo-8 calcium influx, agonist mode | activation, % at 8.33 µM | 0.19% of 320,000 active | AID 540275; in the data active = activation above about 80%; inconclusive = between about 30% and that limit; note: 0% is about no effect
#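 Fluo-8 calcium influx in TRPV1-expressing cells, kinetic read (ex 480/em 520 nm). Compound added and read 3 min for agonist activity, followed by capsaicin at EC20 final and 2 min further read for enhancement.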
# TCR activator = T cell receptor activation; Potency, µM (highest dose often 9.22 µM), without a hit: at the top dose activation of IL-2 secretion, usual class: activators; primary human leukocytes, anti-CD3, IL-2 HTRF, 48 h; 330,000 tested, under 10 active; note: % of control where 0% means no effect
#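 HTRF read-out of IL-2 secretion: europium cryptate donor excited at 320nm, d2 acceptor emission at 665nm. Cells were primary human leukocytes incubated 48 hr with compounds and a-CD3 beads, supplying TCR signal only.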
# BRCA1 expr up = activators of BRCA1 expression; AID 624202; MCF7-BRCA1-FFLuc reporter, luminescence, 48 h; response scale: scaled: vehicle 0%, 10 µM genistein 100%; 1.1% of 380,000 active; Potency, µM (doses to about 46.1 µM), inactives show at the top dose activation, most hits filed as activators; note: potency is the fitted concentration of half-maximal effect; nearly all actives have a fitted effect of over 80% in size; some results filed as inactive show a strong effect at the top dose
#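 48 h compound treatment of MCF7-BRCA1-FFLuc cells (phenol-red free MEM, 37 °C), then 15 min with luciferase substrate and luminescence imaging.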
# p53 reactivator = mutant p53 re-activation in reporter cells; H1299 p53-A138V BP100-luciferase reporter, luminescence, 24 h; Potency, µM (doses to about 92.2 µM), for the others: top-dose activity change, positive = activation, most hits filed as activators; 0.063% of 320,000 active; AID 504706; note: potency is the fitted concentration of half-maximal effect; % of control where 0% means no effect; nearly all actives have a fitted effect of over 45% in size
#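 p53-null H1299 cells stably carrying temperature-sensitive p53-A138V and a BP100-luciferase reporter were pinned with compounds (4-point, 1:5 series) and held 24 hrs at 37 deg C. Luminescence was read 10 min after detection reagent.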
# Integrin act MD = activates integrin-mediated alleviation for muscular dystrophy; alpha7betagal myoblasts, beta-gal FDG fluorescence, 48 h; Potency, µM (series often up to 38.3 µM), for the others: top-dose activation, usual class: activators; 0.064% of 350,000 active; AID 624291;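 note: potency is the fitted concentration of half-maximal effect; 100% = response of the positive control SU9516; nearly all actives have a fitted effect of over 60% in size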
#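 Alpha7betagal+/- myoblasts (passage 13) were plated 16-24 hr, then exposed to compounds (1:260 dilution of DMSO stock) for 48 hours at 37C. After MPER lysis, β-galactosidase reporter activity was read as FDG fluorescence (ex 480/em 540) after 30 minutes.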
# B2AR arrestin = agonists driving beta-arrestin recruitment to human beta2-adrenergic receptor; P07550; beta-arrestin recruitment to beta2AR, cell-based reporter; Potency, µM (top dose mostly 46.1 µM), without a hit: top-dose activation, actives largely listed as activators; 0.02% of 330,000 active;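 note: potency is the fitted concentration of half-maximal effect; 0% = DMSO controls and full agonism = EC100 isoproterenol or metaproterenol; nearly all actives have a fitted effect of over 65% in size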
# * hit, by the source's call; ? = inconclusive; · = not tested or not shown; [ ] = another dose, or the depositor's remark. Unless noted, calls come from the whole dose curve; as a rule, active = well fitted curve in the direction sought with a large enough effect; inconclusive = small, poorly fitted or top-dose-only effect, or another doubt; inactive = no such curve, though single readings can be large; an effect the other way counts as inactive or inconclusive. Rows were taken by chance. About 3.8% of those tested had a hit in this group.
canonical_smiles,AT treatment,ELG1 DNA repair,TSG101-PTAP inh,MLL CXXC-DNA inh,TRPV1 agonist,TCR activator,BRCA1 expr up,p53 reactivator,Integrin act MD,B2AR arrestin
CC1CCC(NC(=O)C2CCN(c3c4c(nc5ncnn35)CCC4)CC2)CC1 (stereo not given),-3%,19%,-8%,13%,0,-2%,50%,15%,-54%[inhibitor],-1.1%
Cc1nc(Cl)sc1C(=O)O,3%,?,-1%,-7%,-8,-8%,13%,4%,14%,-0.4%
CC1CCCN(C(=O)/C(=C/c2ccco2)NC(=O)c2ccccc2)C1 (stereo not given),-3%,-7%,-2%,38%,11,6%,7%,-1%,-21%,-0.2%
CCCn1c(CNC(=O)c2cccs2)nc2ccccc21,4%,-8%,-3%,-4%,6,-4%,-2%,-1%,-4%,0.2%
CN(CC(=O)Nc1ccc(Cl)c(C(F)(F)F)c1)C(=O)c1ccc(OCC2CCCO2)cc1 (stereo not given),-7%,-16%,-7%,·,4,10%,-42%,-2%,-18%,0.1%
CCSc1nc2cc(S(=O)(=O)N3CCOCC3)ccc2o1,4%,-2%,-4%,·,·,-1%,7%,7%,1%,-0.7%
C/C(=N\Nc1ccc(S(N)(=O)=O)cc1[N+](=O)[O-])c1cccs1,10%,?,-1%,12%,-5,3%,4%,1%,-13%,0.2%
Cc1ccccc1C(OCC(O)CN1CCCCC1CCO)c1ccccc1 (stereo not given),12%,?,2%,2%,-2,-2%,0%,-3%,-61%[inhibitor],-0.7%
COc1ccc(N2C(=O)CC(Sc3nc(C)cc(C)n3)C2=O)cc1OC (stereo not given),-11%,2%,-5%,3%,1,10%,0%,12%,-12%,0.2%
O=C(Cc1ccsc1)NNC(=O)c1ccc(F)cc1,0%,21%,1%,·,-2,-2%,-9%,2%,6%,-0.2%
COC(=O)c1c(N2C(=O)CC(Sc3ccccc3C(=O)O)C2=O)sc(C)c1C (stereo not given),9%[11.5 µM],-9%,-2%,2%,2,-2%,13%,-1%,2%,-0.3%
CC1CN(C(=O)c2cc3cc([N+](=O)[O-])ccc3s2)CC(C)O1 (stereo not given),-2%,-4%,2%,0%,3,7%,-10%,2%,?,0.0%
O=C(NCCNc1ccc([N+](=O)[O-])cc1)c1cc(F)c(F)cc1Cl,·,·,1%,·,·,-7%,-6%,·,-29%,·
O=C(CSc1ncnc2ccccc12)Nc1cc(S(=O)(=O)N2CCCCC2)ccc1Cl,9%,21µM*,11%,10%,0,-3%[46.1 µM],-83%[inhibitor],2%,-47%[inhibitor],-0.6%
c1ccc(-c2ccc(-c3cnc4n3CCCCC4)cc2)cc1,7%,?,-1%,?,28,-1%,98%,30%,0%,0.0%
CC1CCN(C(=O)CN2c3cccc4cccc(c34)S2(=O)=O)CC1,-1%,15%,-6%,·,13,4%,-1%,-7%,-1%,-0.2%
CCc1noc(C)c1C(=O)NCCc1ccccc1,-2%,?,-4%,·,1,5%,10µM*,?,2%,-1.5%
CCN(CC(=O)Nc1c(F)cccc1F)C(=O)c1ccc(-c2ccc(C(C)=O)cc2)o1,0%,-26%,-6%,·,3,2%,34%,8%,-13%,0.4%
Cc1cccc(-c2nc3c(c(SCC(=O)N4CCOCC4)n2)CCCC3)c1,6%,?,-5%,2%,17,2%[46.1 µM],-7%,0%,19%,0.3%
O=C(NCCCN1CCOCC1)c1cc(-c2ccc(Cl)c(Cl)c2)on1,1%,2%,-6%,1%,21,1%,-8%,-4%,-24%,0.0%

# Some of these compounds in order of their number in p53 reactivator, rising.
canonical_smiles	TSG101-PTAP inh	MLL CXXC-DNA inh	TRPV1 agonist	TCR activator	BRCA1 expr up	p53 reactivator	Integrin act MD	B2AR arrestin
CC1CCN(C(=O)CN2c3cccc4cccc(c34)S2(=O)=O)CC1	-6%	·	13	4%	-1%	-7%	-1%	-0.2%
Cc1nc(Cl)sc1C(=O)O	-1%	-7%	-8	-8%	13%	4%	14%	-0.4%
CCN(CC(=O)Nc1c(F)cccc1F)C(=O)c1ccc(-c2ccc(C(C)=O)cc2)o1	-6%	·	3	2%	34%	8%	-13%	0.4%

# More entries:
canonical_smiles,AT treatment,ELG1 DNA repair,TSG101-PTAP inh,MLL CXXC-DNA inh,TRPV1 agonist,TCR activator,BRCA1 expr up,p53 reactivator,Integrin act MD,B2AR arrestin
O=C(COC(=O)CCc1c[nH]c2ccccc12)NCc1ccc2c(c1)OCO2,-3%,12%,-1%,14%,16,3%,30%,-1%,18%,0.4%
O=C(NCCCN1CCCC1=O)NC1CCCCC1,·,14%,-5%,3%,11,-2%,9%,-5%,7%,-0.1%
COc1ccccc1N=CC=C1OC(C)(C)C(C)(C)O1,8%,?,3%,5%,2,·,-16%,13%,40%,3.3%
O=C(CC1Oc2ccccc2NC1=O)NCCCN1CCN(Cc2ccccc2)CC1 (stereo not given),5%,9%,-2%,0%,-1,-7%,-30%,6%,-7%,0.2%
C=CCNC(=O)c1ccc(C2SCC(=O)N2Cc2ccco2)cc1 (stereo not given),0%,-12%,0%,3%,-7,3%,-13%,0%,6%,0.2%
CC1(C)CC(=O)c2cc(NC(=O)c3ccc(F)cc3)c(=O)oc2C1,2%,8%,-2%,2%,4,3%,1%,11%,12%,-0.4%
O=C(Nc1ccc(Br)cc1)c1cccc(N2C(=O)C3CCCCC3C2=O)c1 (stereo not given),-2%,?,·,10%,?,0%,-21%,·,20%,0.1%
CNC(=O)Cn1ncc2c(C)n(Cc3ccc(C)cc3)c(C)c2c1=O,-4%,4%,-3%,-3%,6,-4%,-10%,-1%,-10%,0.1%
COc1ccc(N=C2S/C(=C\c3ccc(OC(C)C(=O)O)c(OC)c3)C(=O)N2CCc2c[nH]c3ccccc23)cc1 (stereo not given),0%,?,-4%,-9%,1,1%,-31%,-8%,-48%[inhibitor],-0.5%
O=C(O)COCC(=O)Nc1cc(C(F)(F)F)cc(C(F)(F)F)c1,10%,3%,-4%,-1%,0,2%,-4%,1%,7%,0.0%
O=C(O)c1cc(NS(=O)(=O)c2ccc(F)cc2)cc(NS(=O)(=O)c2ccc(F)cc2)c1,-7%,7%,-7%,·,·,0%,-21%,11%,8%,0.7%
Cn1c(=O)c2c(O)c(C=NCc3ccccc3)c(=O)n(C)c2n(C)c1=O,1%,-2%,-3%,0%,1,-4%,5%,-12%,?,-0.6%
Cc1[nH]nc2c1C(c1ccccc1)C1=C(CC(C)(C)CC1=O)N2 (stereo not given),-2%,11%,-8%,66%[activator],-2,-8%,-40%,2%,-53%[inhibitor],-0.4%
O=C(COC(=O)Cc1c(Cl)cccc1Cl)NCCC1=CCCCC1,1%,15%,0%,8%,-5,2%[46.1 µM],20%,-11%,4%,-0.3%
Cc1cc(C)c2c(CCl)cc(=O)oc2c1,-4%,-9%,0%,54%[activator],3,6%,-55%,5%,0%,-0.9%
CC(Oc1ccc(C#N)cc1)C(=O)c1ccc(F)c(F)c1 (stereo not given),3%,7%,-2%,-3%,9,-2%,8%,-2%,-1%,0.4%
CCOc1ccccc1NC(=S)N1CCC(c2nc3ccccc3o2)CC1,2%,-15%,-4%,8%,4,-3%[46.1 µM],1%,-8%,8%,-0.1%
Nc1ccc(S(=O)(=O)NC2=NCCCCC2)cc1N,-2%,12%,1%,2%,-1,-6%,-16%,5%,5%,-0.1%
Cc1ccc(N(Cc2ccccc2)C(=O)c2cccc(S(=O)(=O)N3CC(C)OC(C)C3)c2)cc1 (stereo not given),15%,-11%,0%,·,-3,0%,-35%,-3%,-14%,-0.2%
CCn1cc(Br)c(C(=O)Nc2ccc(F)cc2F)n1,6%,?,1%,-4%,10,-2%,51%,3%,17%,-0.7%
CCCCCSc1nnc(-c2cc(Br)ccc2N)c(=O)[nH]1,-4%,6%,-13%,-5%,15,-2%,0%,-6%,17%,0.1%
COc1ccccc1Oc1ccc2c(c1)C(=O)N(CC1CCCO1)C2=O (stereo not given),·,-4%,-2%,-2%,·,8%,13%,7%,-19%,0.2%
C/C(=N\NC(=O)c1ccc(O)cc1)c1ccc2c(c1)OCCO2,9%,?,-3%,·,11,-1%,99%,?,-16%,3.6%
CNC(=O)CSc1nc2cc(S(=O)(=O)Nc3ccc(OC)cc3)ccc2o1,·,·,0%,·,·,1%,-12%,·,-21%,·
CCOc1ccc(C(=O)NC2CCN(C(=O)N3CCCC3)CC2)cc1,2%,1%,-4%,7%,0,1%[46.1 µM],-15%,-5%,-19%,0.1%
O=C(CCc1nnc(Cc2c[nH]c3ccccc23)o1)NC(C1CC1)C1CC1,-3%,-1%,0%,1%,0,1%,-8%,1%,-34%,0.0%
CN1CCN(C(=S)NC(=O)/C=C/c2cccs2)CC1,5%,?,-3%,23%,-2,-7%,0%,1%,12%,-0.2%
CCN1C(=O)[C@H]2[C@@H](c3ccc(C)cc3)N3C(=O)N(c4ccc(C(F)(F)F)cc4)C(=O)[C@@]3(Cc3ccccc3)[C@H]2C1=O,6%,3%,-1%,0%,13,-1%,3%,·,19%,0.5%
